Screens from PubChem BioAssay.
uPA generation = inhibitors of cell surface uPA generation; cell surface uPA generation assay, qHTS; Potency, µM (series often up to 38.3 µM), for inactives: at the highest dose activity change, negative = inhibition, hits mostly inhibitors; 0.31% of 330,000 active; active = well fitted inhibition curve with a large enough effect; inconclusive = small, poorly fitted or top-dose-only effect; inactive = no such curve, though single readings can be large or run the other way; tested in mouse RAW 264.7 cells; note: potency is the fitted concentration of half-maximal effect; % is set by controls: 0 for no effect and ±100 for the full control effect; nearly all actives have a fitted effect of over 55% in size
ELG1 DNA repair = ELG1-dependent DNA repair inhibition. HEK293T ELG1-luciferase reporter, luminescence, 16 h; DNA damage induced by 5-fluorouridine. Potency, µM (series often up to 46.1 µM), without a hit: at the highest dose activity change, negative = inhibition, most hits filed as inhibitors. 2.3% of 330,000 active; note: potency is the fitted concentration of half-maximal effect; % is set by controls: 0 for no effect and ±100 for the full control effect; nearly all actives have a fitted effect of over 55% in size
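Reporter activity after DNA damage by 5-fluorouridine is monitored. Compound-treated cells incubate 16 hr at 37 °C, then ONE-Glo is added for 30 min before luminescence reading.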
Chronic BCR inh = inhibitors of chronic active B-cell receptor signaling; ABC-DLBCL IkBa-CBG/CBR reporter, luminescence ratio, 4 h; Potency, µM (series often up to 46.1 µM), for inactives: at the top dose ratio change, negative = lower green/red ratio, usual class: inhibitors; 0.05% of 340,000 active; AID 493014; active = well fitted inhibition curve with a large enough effect in the signal ratio, with a control signal flat, not every such curve was filed as active; inconclusive = small, poorly fitted or top-dose-only effect, or effect the other way, or a change in a side signal; the % refers to the signal ratio;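 note: potency is the fitted concentration of half-maximal effect; plate controls were basal doxycycline-induced cells for no effect and cells given 10 µM MG132 for full effect; MG132 reads +100%, hits lower the ratio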
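TMD8 human ABC-DLBCL cells with doxycycline-inducible IκBα–green luciferase fusion and unfused red luciferase, in 0.5% FBS medium; compounds up to 46 uM, 4 h at 37C. Green/red luminescence ratio, filter-overlap corrected, fitted to concentration-response curves.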
USP2a block = inhibitors of human ubiquitin-specific protease USP2a; O75604; USP2 core, Ub-CHOP2 coupled fluorogenic reporter, 485/531; Potency, µM (series often up to 38.3 µM), for inactives: at the top dose activity change, negative = inhibition, most hits filed as inhibitors; 0.01% of 330,000 active;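 note: potency is the fitted concentration of half-maximal effect; plate controls were DMSO wells for no effect and full inhibition by NEM control for full effect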
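USP2 core (10nM final) preincubated 30min RT with compound in 20mM Tris-HCl pH 8.0, 2mM CaCl2, 2mM beta-mercaptoethanol, 0.05% CHAPS; 25nM Ub-CHOP2 plus 25nM reporter substrate added, fluorescence (Ex485/Em531) read after 60min.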
Eya2 phos inh = blocks the phosphatase activity of human Eya2 | Potency, µM (highest dose often 76.9 µM), inactives show at the highest dose activity, negative = inhibition, most hits filed as inhibitors | 0.006% of 330,000 active | recombinant Eya2, OMFP fluorescence dephosphorylation (OMFP is methylfluorescein phosphate); note: potency is the fitted concentration of half-maximal effect; % is set by controls: 0 for no effect and ±100 for the full control effect
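Eya2 protein (added as 0.2 uM solution) was preincubated with compound for 10 min at ambient temperature in 50 mM HEPES pH 7.5, 50 mM NaCl, 5 uM MgCl2, 0.05% BSA, 1 mM DTT. OMFP (added at 50 uM) then reacted 10 min; fluorescence read at 485/525 nm.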
TSG101-PTAP inh = blocks PTAP/TSG101 interaction to inhibit HIV-1 budding; Q99816; Fluorescence polarization, FITC-PTAP peptide / Tsg101 binding; Potency, µM (highest dose often 115 µM), for the others: at the top dose activity change, negative = inhibition, usual class: inhibitors; 340,000 tested, under 10 active; AID 493005; active = well fitted inhibition curve with a large enough effect in the main read-out, with a control signal flat, not every such curve was filed as active; inconclusive = small, poorly fitted or top-dose-only effect, or effect the other way, or a change in a side signal; inactive = no such curve, though single readings can be large or run the other way; note: potency is the fitted concentration of half-maximal effect; % of control where 0% means no effect
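Tsg101 binding domain (10 uM final) was mixed with compound and a FITC-labeled PTAP peptide (50 nM final) in HEPES pH 7.5 buffer with NaCl, Tween 20, EDTA and TCEP; fluorescence polarization was read after 20 min at r.t.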
Mito fusion yeast = inhibitors of mitochondrial division or activators of mitochondrial fusion; 0.23% of 320,000 active; Potency, µM (highest dose often 46.1 µM), for the others: top-dose growth rescue (activation), actives largely listed as activators; AID 485298; S. cerevisiae fusion-defective mutant growth rescue, CellTiterGlo 48 h;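 note: potency is the fitted concentration of half-maximal effect; % of control where 0% means no effect; nearly all actives have a fitted effect of over 45% in size; temperature-sensitive fusion mutants such as fzo1-1 at 37 °C on non-fermentable ethanol glycerol medium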
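Growth-rescue viability read-out: after 48 h at the non-permissive 37C in glycerol/ethanol YPEG, yeast mitochondrial fusion mutants are measured by CellTiterGlo luminescence; compounds (23 nl pinned per well) restoring growth score as division inhibitors or fusion activators.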
TSHR antagonist = human thyrotropin receptor antagonism; P16473; TSHR-expressing cells, TSH-stimulated cAMP HTRF, 2 h; active compounds read low; activity change, negative = inhibition, % at 11.5 µM; 0.2% of 330,000 active; AID 504810;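 active = activity change below a set negative limit, meaning inhibition stronger than a set level, cut at about -70% in these data; inconclusive = activity change between two set negative limits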; note: % is set by controls: 0 for no effect and ±100 for the full control effect
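Antagonism was scored as loss of TSH-driven cAMP in TSHR cells, stimulated with 4nM TSH (EC80) for 2 hours at 37 deg C and detected by homogeneous HTRF competition immunoassay.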
TCR act = activates T cell receptor signaling | primary human leukocytes, anti-CD3, IL-2 HTRF, 48 h | Potency, µM (doses to about 9.22 µM), inactives show at the highest dose activation of IL-2 secretion, usual class: activators | 330,000 tested, under 10 active; note: % of control where 0% means no effect
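48 hr co-incubation of compounds, a-CD3 beads and primary human leukocytes; IL-2 quantified homogeneously by HTRF with anti-IL-2 K and d2 conjugates.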
B2AR arrestin = recruits beta-arrestin to the human beta2-adrenergic receptor; beta-arrestin recruitment to beta2AR, cell-based reporter; Potency, µM (titrated, usually from 46.1 µM), without a hit: at the highest dose activation, actives largely listed as activators; 0.02% of 330,000 active; AID 492947;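 note: potency is the fitted concentration of half-maximal effect; 0% = DMSO controls and full agonism = EC100 isoproterenol or metaproterenol; nearly all actives have a fitted effect of over 65% in size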
Target sequence (P07550 whole entry, looked up): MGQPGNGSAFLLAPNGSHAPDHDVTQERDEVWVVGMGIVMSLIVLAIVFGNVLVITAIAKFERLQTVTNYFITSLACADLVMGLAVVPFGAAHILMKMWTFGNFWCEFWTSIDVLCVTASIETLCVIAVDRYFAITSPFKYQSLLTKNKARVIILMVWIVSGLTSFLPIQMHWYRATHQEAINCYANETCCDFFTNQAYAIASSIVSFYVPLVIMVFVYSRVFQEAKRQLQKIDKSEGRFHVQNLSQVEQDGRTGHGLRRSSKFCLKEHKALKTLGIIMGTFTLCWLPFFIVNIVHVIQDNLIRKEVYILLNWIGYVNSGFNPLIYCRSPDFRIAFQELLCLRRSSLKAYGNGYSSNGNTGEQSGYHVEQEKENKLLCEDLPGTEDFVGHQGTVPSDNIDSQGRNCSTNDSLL
Tb PFK block = blocks T. brucei phosphofructokinase | O15648 | T. brucei PFK, ADP-Glo luminescence | Potency, µM (series often up to 57.5 µM), without a hit: top-dose activity, negative = inhibition, hits mostly inhibitors | 0.17% of 330,000 active | AID 485367;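 note: potency is the fitted concentration of half-maximal effect; 0% = uninhibited 1x PFK enzyme wells and -100% = no-enzyme wells; nearly all actives have a fitted effect of over 60% in size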
Target sequence (O15648 whole entry, looked up): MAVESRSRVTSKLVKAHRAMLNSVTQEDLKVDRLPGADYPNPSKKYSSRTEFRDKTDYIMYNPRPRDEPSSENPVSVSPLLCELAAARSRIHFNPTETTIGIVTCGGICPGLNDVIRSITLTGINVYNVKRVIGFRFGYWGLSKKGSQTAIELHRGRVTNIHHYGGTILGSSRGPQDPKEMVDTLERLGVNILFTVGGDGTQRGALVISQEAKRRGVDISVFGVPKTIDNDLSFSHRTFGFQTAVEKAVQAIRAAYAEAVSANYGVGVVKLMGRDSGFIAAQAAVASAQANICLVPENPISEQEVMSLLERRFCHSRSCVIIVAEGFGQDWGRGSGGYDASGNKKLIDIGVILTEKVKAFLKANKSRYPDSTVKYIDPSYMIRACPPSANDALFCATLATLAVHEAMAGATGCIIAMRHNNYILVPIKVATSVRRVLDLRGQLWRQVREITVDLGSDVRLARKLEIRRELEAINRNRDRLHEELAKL
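ADP-Glo luminescence quantified ADP after 45 min at room temperature, with 1.25 nM T. brucei PFK, 0.1 mM ATP and 0.5 mM fructose-6-phosphate in pH 8.0 TEA buffer. qHTS titrations up to 57 µM; curves classified by quality.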
The depositor's hits bear a star; u = inconclusive; x = not tested or not shown; [ ] = dose if it differs, or a comment. Unless noted, calls come from the whole dose curve; as a rule, active = well fitted curve in the direction sought with a large enough effect; inconclusive = small, poorly fitted or top-dose-only effect, or another doubt; inactive = no such curve, though single readings can be large; an effect the other way counts as inactive or inconclusive.

molecule	Mito fusion yeast	Eya2 phos inh	Chronic BCR inh	uPA generation	B2AR arrestin	ELG1 DNA repair	USP2a block	Tb PFK block	TSG101-PTAP inh	TSHR antagonist	TCR act
CC(NC(=O)c1cc(F)c(F)c(F)c1F)c1ccc(-n2ccnc2)cc1 (stereo unspecified)	-2%	-3%	8%	3%	0.3%	5%	1%	-11%	-5%	1	4%
Cn1c(CSCc2ccc(Cl)cc2)n[nH]c1=S	-3%	3%	2%	-10%	-0.2%	-17%	3%	1%	-5%	-11	x
CC(C)Cn1cc(C(=O)NCc2cccs2)c2c3ccccc3n(C)c2c1=O	-1%	14%	1%	x	0.1%	u	1%	0%	-9%	1	14%
CCOc1ccc(N2C(=O)C3C(c4ccc(O)cc4)NC(CCSC)(C(=O)OC)C3C2=O)cc1 (stereo unspecified)	0%	-4%	-1%	4%	0.0%	u	1%	2%	-1%	-10	0%
Cc1cc(-c2nc3ncccc3o2)ccc1N	1%	2%	-8%	-5%	-0.3%	u	-1%	5%	-2%	-15	13%[46.1 µM]
N#C/C(=C/c1ccc(N2CCCCC2)o1)C(=O)NCCc1c[nH]c2ccccc12	26%	39%	-9%	-1%	-1.0%	u	12%	-20%	u	3	3%[46.1 µM]
COc1ccccc1NC(=O)C1CC(O)CN1C(=O)Oc1ccccc1 (stereo unspecified)	-1%	6%	0%	-9%	0.3%	1%	1%	0%	-5%	15	4%
COc1cccc(/C=N/N2CCOCC2)c1O	-4%	0%	u	-11%	-0.4%	u	0%	1%	-3%	11	-2%[46.1 µM]
CN(C)S(=O)(=O)c1ccc(NC(=O)CCNC(=O)c2ccco2)cc1	-4%	-5%	5%	-1%	-0.3%	-1%	1%	-3%	-5%	3	-3%
NC(=O)CC(NC(=O)c1ccc(Br)cc1)c1ccc(N2CCCCCC2)c([N+](=O)[O-])c1 (stereo unspecified)	-4%	-6%	-22%	u	-0.7%	-11%	-1%	-2%	-2%	-16	4%
CC(C)COc1ccc(C(=O)Nc2sc3c(c2C(=O)O)CC(C)(C)OC3)cc1	21%	2%	u	-11%	0.2%	-18%	3%	1%	-3%	-19	9%
CN(Cc1ccc(F)cc1)C(=O)c1cccc(S(=O)(=O)N2CCN(Cc3ccccc3)CC2)c1	5%	-26%	1%	-6%	-0.1%	-7%	-1%	-1%	-11%	-10	2%
Cc1cnc(C(=O)OCC(=O)NCc2ccc(Cl)cc2)cn1	x	5%	-1%	4%	-0.2%	u	4%	-7%	-2%	7	3%
CC(C)(CO)Nc1ncnc2onc(-c3ccc(F)cc3)c12	21%	-29%	0%	-9%	-1.2%	-20%	0%	14%	-8%	-3	-5%
COc1cc(/C=C2\C(=N)N3N=C(C(C)C)SC3=NC2=O)ccc1OCCOc1ccc(NC(C)=O)cc1	-6%	5%	0%	1%	-1.2%	15%	-2%	1%	-5%	-13	-3%
CC(=O)c1ccc(C(=O)N(C)C2CCCN(Cc3ccccc3F)C2)s1 (stereo unspecified)	-2%	9%	1%	4%	0.6%	-6%	1%	u	2%	1	5%
COC(=O)c1cccc(NC(=O)Cn2cnc3ccccc3c2=O)c1	-1%	-21%	2%	6%	-0.1%	12%	1%	-2%	-9%	9	4%
O=C(NCc1ccccc1)C(c1cccnc1)N(C(=O)c1ccccn1)c1ccccc1F (stereo unspecified)	-2%	-6%	-6%	4%	0.1%	11%	1%	-26%	-6%	15	2%
COCCCn1c(C2CCCCC2)nc2oc3cc(OC)ccc3c(=O)c2c1=O	27%	-15%	3%	x	-1.2%	u	0%	4%	-2%	-9	-1%
Cc1cccc(NC(=O)CSc2nnc(C)c(=O)n2N)c1	13%	-2%	1%	5%	-0.2%	12%	0%	2%	0%	12	-20%
CS(=O)(=O)c1ccc(C(=O)NCCN2C(=O)S/C(=C\c3cccnc3)C2=O)cc1[N+](=O)[O-]	-3%	5%	u	u	-0.7%	u	1%	-1%	-7%	-5	4%
CC(C)Oc1ccc(C(=O)O)cc1	-4%	-3%	6%	2%	0.5%	u	3%	0%	-3%	8	-5%
O=[N+]([O-])c1cc(/C=N/O)ccc1Oc1cccc(Cl)c1	2%	-3%	u	-8%	-0.6%	u	-1%	2%	0%	-9	-1%
NC(=O)c1ccccc1C[C@H](C(=O)O)N1C(=O)c2ccc(C(=O)O)cc2C1=O	6%	-5%	8%	x	-0.2%	x	-2%	5%	x	13	x
C=CCNC(=O)CC1C(=O)NCCN1Cc1c(F)cccc1Cl (stereo unspecified)	-2%	2%	1%	-5%	-0.7%	2%	1%	5%	-4%	6	0%
Cc1ccc(C(=O)C2CCN(S(=O)(=O)c3c(C)noc3C)CC2)cc1	6%	2%	0%	-1%	3.7%	-1%	3%	0%	-8%	4	-1%
Cc1ccccc1C(=O)NC(NCc1ccco1)C(Cl)(Cl)Cl (stereo unspecified)	7%	5%	-2%	0%	5.1%	u	3%	0%	-2%	1	-1%
Cc1cc(=O)n2c3ccccc3n(C)c2n1	2%	-4%	12%	-4%	-0.3%	2%	0%	1%	-1%	5	-2%
O=C(NCCN1C(=O)CCC1=O)c1ccncc1	-3%	12%	0%	-5%	0.2%	-3%	2%	-3%	-10%	1	2%
O=C(N/N=C/c1ccco1)c1ccc(C(=O)N/N=C/c2ccco2)o1	2%	-14%	u	3%	-0.1%	2%	0%	-14%	1%	-8	1%
CC(=O)OCCn1c2nc(=O)[nH]c(=O)c-2nc2cc(C)c(C)cc21	3%	u	14%	4%	-0.8%	-16%	u	-2%	u	35	x
N#Cc1cc2c(N)c(C(=O)Nc3ccccc3)sc2nc1N	0%	5%	u	x	-0.4%	u	-1%	16%	x	-9	x
O=C(CCCC(=O)N1CCCc2ccccc21)N1CCCc2ccccc21	4%	-13%	1%	2%	0.0%	u	2%	1%	-6%	1	-19%
CCOC(=O)CSC1=C(C#N)C(c2ccc(F)cc2)C(C(C)=O)=C(C)N1 (stereo unspecified)	17%	-8%	10%	4%	0.0%	2%	-1%	-2%	-1%	4	1%
CC(C)(C)Cc1nc(-c2ccc(Cl)cc2)no1	1%	-10%	15%	1%	-0.2%	u	-1%	-3%	-1%	-2	3%
Cc1ccc(S(=O)(=O)N2CCC(=O)N(CCOCc3cccc(C(F)(F)F)c3)CC2)cc1	9%	-10%	-11%	3%	-0.1%	-2%	-3%	-8%	-6%	-6	-14%
Clc1ccc(CSC2=NCCCN2)cc1Cl	7%	-3%[15.4 µM]	-9%	-1%	-0.2%	-11%	4%	5.4µM*	-2%	30	2%
O=C(c1ccc([N+](=O)[O-])cc1)N(Cc1ccc(Br)cc1)N1C(=O)CCCC1=O	-2%	11%	1%	x	0.1%	10%	-2%	-1%	-2%	15	-2%
CCNc1nc(SC(C)C(=O)OC)nc(N(C)C)n1 (stereo unspecified)	6%	19%	7%	-3%	0.0%	24%	0%	1%	-7%	2	5%
N#C/C(=C\c1c[nH]c2ccccc12)c1nnc2n1CCCCC2	-1%	10%	-10%	-7%	-0.3%	24%	3%	2%	-1%	-4	-6%[46.1 µM]
O=C(NC1CCCCC1)C(c1ccc2ncccc2c1)N(Cc1cccs1)C(=O)c1cccs1 (stereo unspecified)	3%	1%	u	-3%	-0.6%	16µM*	-5%	-1%	-12%	-21	0%
N#Cc1cccc(C(=O)Nc2cccc(S(=O)(=O)N3CCCC3)c2)c1	0%	-13%	-5%	4%	-0.8%	-24%	0%	-1%	-6%	4	0%
CS(=O)(=O)N(CC(=O)Nc1cccc(Cl)c1)c1ccccc1Cl	1%	-1%	u	-2%	5.2%	-17%	-11%	0%	0%	4	0%
O=C(CCNS(=O)(=O)c1cccs1)N1CCN(c2cccc(C(F)(F)F)c2)CC1	-7%	-4%	u	-4%	0.1%	-7%	4%	0%	-4%	-20	-2%
